# EIF4E inhibitors – inhibitors of EIF4E gene expression, primary screen, cell-based, HT1080, luciferase reporter (AID 1224817). HT1080 EIF4E-luc2 knock-in reporter, luciferase, 16 h; active compounds read low. log2 luciferase activity ratio at 2.5 µM. 1% of 2,000 active;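 active = log2 luciferase ratio at or below -0.5849, meaning signal at two thirds of solvent-only control or lower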;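 note: luciferase reports endogenous eIF4E expression since it is co-expressed from the native EIF4E locus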
# * = called active by the depositor. These rows are one share of the data, so the mix of outcomes need not match the whole.
SMILES,EIF4E inhibitors
CN[C@@H]1[C@H](O)[C@H](NC)[C@H]2O[C@@]3(O)C(=O)C[C@@H](C)O[C@H]3O[C@@H]2[C@H]1O,-0.114
O=P(O)(O)OP(=O)(O)O,-0.0347

# Compound activity as filed in PubChem.
